GlmU inhibition – inhibition of mycobacterial GlmU enzyme – biochemical, glucosamine-1-phosphate acetyltransferase (AID 1376); M. tuberculosis GlmU acetyltransferase enzyme assay; higher % means a stronger effect; 220,000 compounds, 0.25% hits; one-dose inhibition, %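 (tested at 30 µM in the primary screen)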; IC50 in µM for titrated hits; in the data active = inhibition above about 13%; inconclusive = no clear call, values can overlap the other calls;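 also: 0% = complete reaction with vehicle and 100% = reaction without substrate; strong numbers were not always called active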
Mtb RmlCD inh – inhibitors of Mycobacterium tuberculosis RmlC and RmlD coupled enzymes; P9WH09+P9WH11; RmlC+RmlD coupled enzyme assay, percent inhibition; primary screen in compound mixtures; inhibition, % at 3.6 µM; 160,000 compounds, 0.03% hits; AID 1533; in the data active = inhibition mostly above about 34%, no sharp cut-off; inconclusive = no clear call, values can overlap the other calls; inactive = mostly below about 22%; also: some results filed as inactive read as strong as hits
Target sequence (P9WH09 whole entry, looked up): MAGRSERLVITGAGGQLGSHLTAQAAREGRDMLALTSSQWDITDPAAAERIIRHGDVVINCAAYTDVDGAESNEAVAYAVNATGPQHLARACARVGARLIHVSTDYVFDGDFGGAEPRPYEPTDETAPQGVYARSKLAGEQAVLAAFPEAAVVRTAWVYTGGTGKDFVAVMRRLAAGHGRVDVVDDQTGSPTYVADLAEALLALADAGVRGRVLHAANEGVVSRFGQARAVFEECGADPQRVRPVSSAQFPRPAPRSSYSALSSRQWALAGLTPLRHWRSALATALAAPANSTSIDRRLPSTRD
Target sequence (P9WH11 whole entry, looked up): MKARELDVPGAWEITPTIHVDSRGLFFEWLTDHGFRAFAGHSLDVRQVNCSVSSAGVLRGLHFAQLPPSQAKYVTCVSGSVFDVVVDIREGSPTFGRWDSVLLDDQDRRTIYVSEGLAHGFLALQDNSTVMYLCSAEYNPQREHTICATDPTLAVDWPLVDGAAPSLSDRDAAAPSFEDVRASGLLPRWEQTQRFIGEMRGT
Starred values were filed as active, the others as inactive; ? = inconclusive; / = no result given; & = joins results of further samples.

SMILES	GlmU inhibition	Mtb RmlCD inh
c1ccc(-c2cnc(SCCN3CCOCC3)n2CC2CCCO2)cc1 (centres undefined)	-7.7%	6
Cc1ccc2nc(-c3cccc(N)c3)[nH]c2c1	3.8%	5
Cc1cc(C=O)c(C)n1C(C)C	-3.6%	5
CCN(C(=O)Cn1cnc2cc([N+](=O)[O-])ccc2c1=O)C1CCS(=O)(=O)C1 (centres undefined)	-3.7%	-3
COc1ccc(C(=O)/C=C/Nc2c(C)n(C)n(-c3ccccc3)c2=O)cc1OC	-0.9%	5
O=C(c1ccco1)N1CCn2c1nc1ccccc12	-7.7%	-3
Cc1ccc(S(=O)(=O)c2nc(S(=O)(=O)c3ccc(C)cc3)c(NCc3ccco3)s2)cc1	-0.8%	/
CC(=O)Cc1nsc(NC(=O)c2csc3c2CCCC3)n1	1.9%	-11
O=c1nc(Nc2cccc(Cl)c2)oc2cc(Cl)oc(=O)c12	6.0%	-5
CO/N=C/CC(=O)Nc1ccc(F)cc1F	-2.3%	-13
CC1CC(=O)NN1C(=O)c1ccccc1 (centres undefined)	-0.9%	11
CCc1nnc(NC(=O)Cc2ccc(OC)cc2)s1	-2.2%	6
Cc1[nH]c2ccccc2c1CCN(Cc1cccs1)C(=S)NC(C)(C)C	-2.4%	3
COc1ccc(Br)cc1CNC(=O)C1CCCN(c2nc3ccccc3o2)C1 (centres undefined)	3.6%	5
O=C(COC(=O)/C=C/c1nc2ccccc2s1)Nc1cccc2ccccc12	-0.5%	1
CCCCC(C(=O)NC(C)(C)C)N(Cc1ccco1)C(=O)c1snc(C(N)=O)c1N (centres undefined)	1.8%	/
CC(C)NC(=S)N(CCc1ccncc1)C(C)C	2.9%	-11
O=C(O)COc1ccccc1O	3.0%	9
CCCCC1C2=C(CC(C)(C)CC2=O)OC2=C1C(=O)CC(C)(C)C2	-3.7%	-6
CCOC(=O)c1c(NC(=O)c2c(Br)cnn2C)c(C#N)nn1-c1ccccc1	-2.1%	-9
CCCOc1cc(CC(=O)NCc2ccco2)ccc1OC	3.1%	/
CC(C)Nc1nc(NC(C)C)nc(Oc2ccc(=O)n(C)n2)n1	-1.9%	6
CCn1c(SCCC#N)nnc1-c1ccncc1	-5.5%	/
COc1cccc(OCCCCN2CCCCC2)c1	-0.7%	/
Cc1ccc2sc(NNC(=O)C3=COCCO3)nc2c1C	-0.3%	8

SMILES	GlmU inhibition	Mtb RmlCD inh
Cc1ccc(OCCCCn2c(CO)nc3ccccc32)cc1	/	-6
O=C(Nc1cccc(Cl)c1)Nc1nc(-c2ccccc2)cs1	0.5%	-9
CCOC(=O)c1cnc(Nc2nc3ccccc3o2)nc1C	2.1%	97
O=C(CSc1ccccc1)NN1C(=O)c2ccccc2C1=O	-1.4%	-5
COc1ccc(-c2nc(CS(=O)CC(=O)NCC3CCCO3)c(C)o2)cc1 (centres undefined)	-0.4%	6
COc1cc(/C=N/NC(=O)C2=NNC(=O)C2C)ccc1O (centres undefined)	1.2%	-6
O=C(Nc1cccc(F)c1)c1cc(S(=O)(=O)N2CCC(C(=O)O)CC2)ccc1F	/	-17
O=C(Nc1ccccc1C(=O)NC(Cc1ccccc1)C(=O)NC1CCCCC1)c1ccccc1 (centres undefined)	0.3%	/
COc1cccc(NC(=O)Cc2nc(-c3ccccc3)sc2-c2ccc(C)cc2)c1	-2.8%	/
COc1ccc(NS(=O)(=O)c2ccc(C)c(NC(=O)c3ccc(C)c(S(=O)(=O)N4CCOCC4)c3)c2)cc1	-5.3%	/
NC(=O)CSc1nnc(-c2ccc(S(=O)(=O)N3CCCC3)cc2)o1	2.4%	/
CCOC(=O)c1c(-c2ccc(C)o2)csc1NC(=S)NC(=O)c1cccs1	6.8%	?
Cc1nn(-c2ccccc2)c(N2CCCC2)c1/C=C1\N=C(c2ccc(OC(C)C)cc2)OC1=O	2.7%	73
Cc1ccc(S(=O)(=O)CCc2nnc(N)s2)cc1C	-4.3%	-14
Cc1ccc(COc2ccc(C)nc2[N+](=O)[O-])cc1	3.6%	-9
CCOC(=O)CN(C(=O)CCC(=O)Nc1cc(C)on1)C(C(=O)NC1CCCC1)c1cccnc1 (centres undefined)	1.2%	78
CCn1cc(C=O)c2cc(S(=O)(=O)N3CCOCC3)ccc21	-1.5%	/
COc1ccc(C2(CNC(C)=O)CCOCC2)cc1OC	-2.5%	26
CC(C)Sc1nc(O)c(Cc2ccccc2)c(=O)[nH]1	0.3%	/
CCCCn1c(=O)[nH]c(=O)c2c1nc(-c1ccc(C(F)(F)F)cc1)n2C	0.8%	3
Cc1cc(NC(=O)c2cccc(C(=O)Nc3cc(C)on3)n2)no1	-6.4%	10
Cc1ccc2cc(C)c3nnc(SCC(=O)c4cccs4)n3c2c1C	-1.1%	-13
CCN1C(=O)CC(NNC(=O)c2ccccc2)C1=O (centres undefined)	-3.6%	-3
CCCOc1ccc(C(C(=O)OCCN(CC)CC)c2ccccc2)cc1 (centres undefined)	1.1%	-3
COc1ccc(C(=O)n2nc(-c3ccco3)nc2SC)cc1OC	1.4%	-6

SMILES	GlmU inhibition	Mtb RmlCD inh
Cc1ccc(NC(=O)CS(=O)CC(=O)Nc2ccc(N3CCOCC3)cc2)cc1Cl (centres undefined)	-4.5%	/
CN(C)N=Nc1ccc(S(=O)(=O)N2CCSC2C(=O)O)cc1 (centres undefined)	2.7%	/
COc1ccc(CCCNC(=O)CC#N)cc1OC	1.0%	/
Cc1cc(C=O)c(C)n1-c1ccc(N2CCOCC2)c([N+](=O)[O-])c1	-6.7%	4
COC(=O)[C@@H]1C(c2c(OC)cc(OC)cc2OC)=NO[C@H]1C(=O)OC	-6.6%	/
CCCc1cc(=O)c2ccc(OCC(C)=O)cc2o1	-1.1%	0
Cc1nnc(SCC(=O)NC2CCCc3ccccc32)n1-c1ccccc1 (centres undefined)	0.7%	/
CC(C)C(NC(=O)c1ccc(C(C)(C)C)cc1)C(=O)O (centres undefined)	2.8%	1
O=C(CSc1nc2c(c(=O)n1-c1ccc(Cl)cc1)SCC2)N1CCCC1	4.5%	5
c1ccc2c(CNC3CCCCCC3)c[nH]c2c1	4.1%	/
COc1ccc(CCNC(=O)c2cc(-c3ccccc3OC)on2)cc1OC	-1.1%	4
COc1cccc(OC)c1C(=O)Nc1cccc(-c2nc3ccccc3[nH]2)c1	7.2%	3
CCc1ccc(N(C(=O)c2snc(C(N)=O)c2N)C(C(=O)NCCC(C)C)c2c[nH]c3ccccc23)cc1 (centres undefined)	-4.8%	/
CCOc1ccc(NC(=O)NC2CCOC(C)(C)C2)cc1 (centres undefined)	1.2%	/
Cc1ccc(NC(=O)c2cc(-c3ccco3)nc3ccccc23)cc1S(=O)(=O)N1CCOCC1	-6.7%	-5
S=C(NCc1ccco1)Nc1cccc(Cl)c1Cl	0.8%	-4
COc1ccc(-c2ccc(C#N)c(SCC(=O)Nc3sc4c(c3C#N)CCC4)n2)cc1OC	4.0%	95
Cc1cc(N2CCN(C)CC2)nc2ccc(NC(=S)N3CCOCC3)cc12	-0.2%	-12
CCc1nc(N=C(N)N)nc2ccccc12	0.7%	-1
COc1ccccc1N1CCN(S(=O)(=O)c2c(C)ccc3nsnc23)CC1	0.9%	-4
O=C(Cc1ccc([N+](=O)[O-])cc1)Nc1ccc2c(c1)C(=O)NC2=O	0.6%	2
Nc1nc2n(n1)C(c1cccc(Br)c1)CC(c1ccccc1)N2 (centres undefined)	-6.0%	-3
Cn1c(=O)c2c(nc(N3CCN(c4ccc([N+](=O)[O-])cc4)CC3)n2C)n(C)c1=O	2.2%	-7
O=[N+]([O-])c1ccc(N2CCN(S(=O)(=O)c3ccccc3)CC2)cc1N1CCc2ccccc2C1	-7.9%	13
CCOc1ccc(N/C(C)=C/C(=O)c2ccc(C)o2)cc1	-1.6%	-3

Each structure is followed by: GlmU inhibition	Mtb RmlCD inh
- CCCCCCC(=O)N1C/C=C\C(c2ccc(OC)cc2)N(Cc2ccc(F)cc2)C(=O)C1 (centres undefined)
 : -1.4%	/
- N#CC[N+]1(CCCNP2(=O)C=C(c3ccccc3)OC(c3ccccc3)=C2)CCOCC1
 : -3.3%	-6
- Cc1cc(C)c(C#N)c(Nc2ccccc2Cl)n1
 : 12%	/
- CC(C)N1C(=O)S/C(=C/c2ccc3c(c2)n(C)c(=O)n3C)C1=O
 : 4.3%	-6
- Cc1c(NC(=O)CSc2nnnn2C)c(=O)n(-c2ccccc2)n1C
 : -7.0%	-13
- Cc1cc(-c2nnc3n2N=C(c2ccccc2Br)CS3)n[nH]1
 : -6.4%	-2
- CC1CCc2sc(C(=O)NN=C3CCC(c4ccccc4)CC3)cc2C1 (centres undefined)
 : 1.1%	-12
- O=C1N[C@@H](Cc2ccccc2)C(=O)N2[C@@H]3N(S(=O)(=O)c4ccc(F)cc4)c4ccccc4[C@]3(Br)C[C@@H]12
 : 0.5%	/
- Cc1cccc2nc(Cn3c(=O)n(CCCC(=O)NCc4ccco4)c(=O)c4ccccc43)cc(=O)n12
 : 3.9%	/
- CCn1c(SCC(=O)c2ccc3ccccc3c2)nnc1-c1ccco1
 : 2.6%	0

Each structure is followed by: GlmU inhibition	Mtb RmlCD inh
- Cc1ccc2c(c1)N(CC(=O)NCc1cccs1)C(=O)C(C)O2 (centres undefined)
 : -2.7%	-1
- O=Cc1cn(Cc2ccc(F)cc2Cl)c2ccccc12
 : -3.5%	-3
- Cc1cccc(-c2cc(=O)c(C(=O)O)cn2-c2ccc(F)cc2F)c1
 : 4.7%	/
- COc1ccc(-c2nc(CS(=O)(=O)CC(=O)NCCc3cc(OC)ccc3OC)c(C)o2)cc1
 : 9.0%&-2.9%	6
- Cc1cc(C)nc(SCc2ccc(C(=O)NNC(=O)Nc3cccc(Cl)c3)cc2)n1
 : 3.6%	0
- O=C1Nc2ccccc2N(O)N1c1ccc(Cl)cc1
 : -3.3%	11
- COc1ccc2c(c1)CC/C2=N\OC(=O)c1ccccc1C
 : 6.3%	-7
- COc1cc(CN2CCCC(CO)(Cc3ccccc3C)C2)cc2c1OCO2 (centres undefined)
 : 1.2%	/
- c1ccc2c(-c3nc(C4CCCCC4)no3)cc(-c3ccncc3)nc2c1
 : 2.5%	4
- Cc1nc(N(C)C)c2sc(=S)n(C)c2n1
 : -6.4%	-10

Each structure is followed by: GlmU inhibition	Mtb RmlCD inh
- CCC12CC3CC(C1)CC(C(=O)O)(C3)C2
 : 1.0%	-6
- Cc1cc(C)nc(SCCC(=O)Nc2ccccc2)n1
 : 0.9%	/
- NNC(=O)c1ccccc1OCc1ccccc1
 : 0.9%	-6
- O=[N+]([O-])/C=C1/NCCN1Cc1ccc(Cl)nc1
 : 0.9%	/
- COCCn1c(SCC(=O)Nc2ccccc2)nc2c(oc3ccccc32)c1=O
 : -4.2%	4
- NCCSc1c(-c2ccccc2)[nH]c2ccccc12
 : -13%	/
- O=C1CS/C(=N\C(=O)N2c3ccccc3Sc3ccccc32)N1
 : 7.9%	7
- CCCCCCCC(=O)N/N=C/c1ccc(Br)cc1
 : 0.2%	29
- COc1ccc(C(=O)N=C2CCC(C#N)=C3c4cc(OC)c(OC)cc4CCN23)cc1
 : 0.6%	/
- O=C(NCc1cccnc1)C(=O)Nc1ccc2c(c1)OCO2
 : -0.4%	/

Each structure is followed by: GlmU inhibition	Mtb RmlCD inh
- CS(=O)(=O)N(CC(=O)NCC1CCCO1)c1cc(Cl)cc(Cl)c1 (centres undefined)
 : -1.3%	12
- CS(=O)(=O)c1ccc(N)cc1
 : 2.9%	/
- O=c1oc2ccc(Br)cc2cc1S(=O)(=O)c1ccc(F)cc1
 : -6.9%	-1
- CCCCCCOC(=O)C(C#N)c1nc2ccccc2nc1N1CCN(C)CC1 (centres undefined)
 : 0.6%	12
- COc1ccc(-c2nn3c(-c4ccco4)nnc3s2)cc1OC
 : 1.9%	/
- O=C1COc2ccc(S(=O)(=O)Nc3ccc4c(c3)OCO4)cc2N1
 : -6.6%	12
- COc1cc(C2CC(=O)N(c3ccc(C)cc3)C(=O)C2)cc(OC)c1OC
 : 2.6%	-2
- O=C(NNc1nc(-c2ccc(Cl)cc2)cs1)c1ccco1
 : 5.0%	-11
- O=C(NCc1cccs1)c1cnc2ccccn2c1=O
 : -1.8%	/
- COc1cc(CC(=O)OCC(=O)N2CC(=O)Nc3ccccc32)cc(OC)c1OC
 : -2.3%	14

Filtered by structure, the compounds so far containing bromine (seven)
Each structure is followed by: GlmU inhibition	Mtb RmlCD inh
- COc1ccc(Br)cc1CNC(=O)C1CCCN(c2nc3ccccc3o2)C1 (centres undefined)
 : 3.6%	5
- CCOC(=O)c1c(NC(=O)c2c(Br)cnn2C)c(C#N)nn1-c1ccccc1
 : -2.1%	-9
- Nc1nc2n(n1)C(c1cccc(Br)c1)CC(c1ccccc1)N2 (centres undefined)
 : -6.0%	-3
- Cc1cc(-c2nnc3n2N=C(c2ccccc2Br)CS3)n[nH]1
 : -6.4%	-2
- O=C1N[C@@H](Cc2ccccc2)C(=O)N2[C@@H]3N(S(=O)(=O)c4ccc(F)cc4)c4ccccc4[C@]3(Br)C[C@@H]12
 : 0.5%	/
- CCCCCCCC(=O)N/N=C/c1ccc(Br)cc1
 : 0.2%	29
- O=c1oc2ccc(Br)cc2cc1S(=O)(=O)c1ccc(F)cc1
 : -6.9%	-1

(listing goes on)
Each structure is followed by: GlmU inhibition	Mtb RmlCD inh
- O=C(O)C1C(c2ccccc2)C(C(=O)OCCCO)C1c1ccccc1 (centres undefined)
 : -0.7%	/
- CCCn1ncc(CN2CCC(N3CCC(C(=O)N4CCOCC4)CC3)CC2)c1C
 : -1.9%	3
- COc1ccccc1N1CCN(c2nc(-c3ccccc3)cc(C(F)(F)F)n2)CC1
 : -1.4%	0
- Cc1cc(C)cc(OCC(=O)Nc2ccc(CN3CCCCC3)cc2)c1
 : -2.6%	-9
- Cc1[nH]c(-c2ccccn2)nc(=S)c1Cl
 : 4.8%	-5
- CCCNS(=O)(=O)c1ccc(CCC(=O)N2CCN(CC)CC2)cc1
 : -2.2%	-5

Compound activity deposited in PubChem BioAssay by several laboratories.

The list is partial; the hit share may differ from the screen's.
